TDP43 rescue – TDP-43 toxicity inhibition in yeast | TDP-43 expressing yeast growth rescue, BacTiter-Glo, 24 h | Potency, µM (titrated, usually from 46.1 µM), without a hit: at the top dose growth rescue (activation), hits mostly activators | 1.8% of 410,000 active; further: % of control where 0% means no effect; nearly all actives have a fitted effect of over 50% in size
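Cell-based yeast growth screen: TDP-43 expression induced in galactose, inoculum OD600=0.02 after raffinose pregrowth to mid-log. Read-out BacTiter-Glo luminescence at 24 hr, 30 deg C; inhibition of toxicity seen as signal increase.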
FUS yeast rescue – rescues growth of FUS-expressing yeast | S. cerevisiae FUS-expressing, growth rescue, OD600, 24 h | Potency, µM (doses to about 76.6 µM), for the others: top-dose growth rescue (activation), actives largely listed as activators | 0.24% of 390,000 active;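 further: plate controls were DMSO vehicle for no effect and reference control for full effect; nearly all actives have a fitted effect of over 55% in size; some results filed as inactive show a strong effect at the top dose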
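Quantitative HTS measuring growth restoration of FUS-toxic yeast. Galactose-induced cells (OD 0.005) were exposed 24hr at 30C to compounds at several concentrations, then absorbance at 600 nm was recorded.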
aSyn rescue – rescues yeast growth from alpha-synuclein toxicity | Yeast expressing alpha-synuclein, growth rescue, BacTiter-Glo, 24 h | Potency, µM (highest dose often 46.1 µM), without a hit: top-dose growth rescue (activation), actives largely listed as activators | 0.14% of 370,000 active | AID 652106; further: % of control where 0% means no effect; nearly all actives have a fitted effect of over 65% in size
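Readout is rescue of growth in alpha-synuclein-expressing yeast, so inhibitors of toxicity appear as activators. Growth after 24 hr at 30 deg C in galactose medium is quantified by luminescence.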
EPAC1 agonist – activates human EPAC1 exchange factor | 0.073% of 360,000 active | EPAC1 agonist qHTS, biochemical assay; response scale: 100% = response to 6.5 mM cAMP | AID 720707 | O95398 | Potency, µM (doses to about 154 µM), for the others: top-dose activation, actives largely listed as activators; further: nearly all actives have a fitted effect of over 60% in size
Target sequence (O95398 whole entry, looked up): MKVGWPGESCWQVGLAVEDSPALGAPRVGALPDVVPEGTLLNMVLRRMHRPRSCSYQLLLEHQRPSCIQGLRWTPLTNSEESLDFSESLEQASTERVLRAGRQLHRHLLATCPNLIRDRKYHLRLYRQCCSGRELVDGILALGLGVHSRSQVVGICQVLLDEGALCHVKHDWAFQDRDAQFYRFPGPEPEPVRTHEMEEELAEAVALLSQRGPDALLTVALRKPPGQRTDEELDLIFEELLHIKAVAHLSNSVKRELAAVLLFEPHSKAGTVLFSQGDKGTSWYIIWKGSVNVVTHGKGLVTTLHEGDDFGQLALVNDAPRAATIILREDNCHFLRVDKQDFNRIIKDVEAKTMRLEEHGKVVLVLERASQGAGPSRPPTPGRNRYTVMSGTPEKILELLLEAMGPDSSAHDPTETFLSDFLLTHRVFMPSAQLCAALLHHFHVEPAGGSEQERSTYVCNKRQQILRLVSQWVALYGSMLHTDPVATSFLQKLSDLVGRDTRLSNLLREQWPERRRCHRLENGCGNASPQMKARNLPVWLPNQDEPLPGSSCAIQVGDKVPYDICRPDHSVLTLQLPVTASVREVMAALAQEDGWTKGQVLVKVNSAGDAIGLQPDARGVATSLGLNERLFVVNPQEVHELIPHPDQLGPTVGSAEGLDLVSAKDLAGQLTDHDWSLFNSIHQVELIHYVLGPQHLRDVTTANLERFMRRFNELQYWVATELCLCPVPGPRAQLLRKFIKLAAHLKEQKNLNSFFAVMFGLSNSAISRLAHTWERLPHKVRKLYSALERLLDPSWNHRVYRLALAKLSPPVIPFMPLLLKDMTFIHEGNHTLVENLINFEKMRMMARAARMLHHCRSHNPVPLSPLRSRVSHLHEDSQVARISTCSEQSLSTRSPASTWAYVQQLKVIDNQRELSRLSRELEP
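Multi-concentration qHTS readout: loss of Rap1B-bound BODIPY-GDP fluorescence driven by 100 nM EPAC1 with excess GDP (50 uM), monitored kinetically at room temperature; agonist response expressed relative to 6.5 mM cAMP.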
EPAC2 ag – EPAC2 (human) agonism; Q8WZA2; EPAC2 activation, biochemical qHTS; response scale: 100% = 6.5 mM cAMP response; Potency, µM (highest dose often 154 µM), without a hit: at the top dose activation, usual class: activators; 0.079% of 360,000 active; further: nearly all actives have a fitted effect of over 50% in size
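Guanine nucleotide exchange by EPAC2 is measured as reduced fluorescence of BODIPY-GDP once it is released from 250 nM Rap1B. Plates are read kinetically for 30 min at room temperature; results are scaled to 6.5 mM cAMP.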
EPAC2 antagonist – antagonists of human EPAC2; Q8WZA2; EPAC2 GEF exchange of Rap1B-BODIPY-GDP, fluorescence; Potency, µM (highest dose often 114 µM), inactives show at the highest dose activity, negative = inhibition, hits mostly inhibitors; 0.18% of 360,000 active; further: on the % scale 0 is the no-effect control and ±100 the full control effect; nearly all actives have a fitted effect of over 45% in size; many of its hits are not listed in these tables
PTHR1 ag – activates the human parathyroid hormone receptor PTHR1; Q03431; HEK293 GP2 PTHR1 cells, GloSensor cAMP luminescence, 1 h; Potency, µM (series often up to 115 µM), for the others: at the highest dose activation, most hits filed as activators; 0.075% of 410,000 active; AID 743266; further: nearly all actives have a fitted effect of over 55% in size; some results filed as inactive show a strong effect at the top dose; inactives centre near -15; many of its hits are not listed in these tables
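HEK-293-derived GP2 cells expressing PTHR1 and a GloSensor cAMP reporter, 3,000/well, plated overnight, given luciferin plus IBMX (each 0.5 mM as added) for 1 h at 37 °C, then compound for 1 h at 37 °C. Luminescence was read after 15 min at room temperature.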
EPAC1 antag – EPAC1 (human) antagonism | O95398 | EPAC1 GEF assay, Rap1b-BODIPY-GDP exchange fluorescence | Potency, µM (titrated, usually from 115 µM), for the others: top-dose activity change, negative = inhibition, usual class: inhibitors | 0.14% of 360,000 active;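 further: plate controls were vehicle for no effect and positive control for full effect; nearly all actives have a fitted effect of over 50% in size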
* = called active by the depositor; & = joins results of further samples; [ ] = dose if it differs, or a comment. The call rests on the fitted dose curve; in most records, active means well fitted curve in the direction sought with a large enough effect; inconclusive means small, poorly fitted or top-dose-only effect, or another doubt; inactive means no such curve, though single readings can be large; an effect the other way counts as inactive or inconclusive. Potency means the concentration at half of the fitted maximal effect. Some of the compounds tested, so the mix of outcomes need not match the whole.

Start of the data: the first five compounds, ahead of the listing:
Screening O=C(NCC(=O)N(c1cccc(F)c1)C(C(=O)NC1CCCC1)c1cccnc1)c1cccs1 (centres undefined) returned TDP43 rescue 17%, FUS yeast rescue -34%, aSyn rescue 7%, EPAC1 agonist 13%, EPAC2 ag -1%, EPAC2 antagonist -8%, PTHR1 ag inactive and EPAC1 antag 0%.
For CC1CN(C(=O)CCn2c(=O)oc3ccccc32)CC(C)O1 (centres undefined) the results were TDP43 rescue 7%, FUS yeast rescue -12%, aSyn rescue 3%, EPAC1 agonist -3%, EPAC2 ag 6%, EPAC2 antagonist 0%, PTHR1 ag -9%[57.5 µM] and EPAC1 antag 1%.
For Cc1cc(S(=O)(=O)N(Cc2ccccc2)Cc2ccc(N(C)C)cc2)ccc1-n1cnnn1 the results were TDP43 rescue -11%, FUS yeast rescue 14%, aSyn rescue 5%, EPAC1 agonist 13%, EPAC2 ag 11%, EPAC2 antagonist -3%, PTHR1 ag 0%[57.5 µM] and EPAC1 antag -4%.
For Cc1ccccc1C(=O)Nc1ccnn1C1CCN(C2CCSCC2)CC1 the results were TDP43 rescue 15%, FUS yeast rescue 7%, aSyn rescue 2%, EPAC1 agonist -13%, EPAC2 ag 2%, EPAC2 antagonist 9%, PTHR1 ag inactive and EPAC1 antag 4%.
Screening Cc1nnc(SCC(=O)Nc2ccc3c(c2)OCCO3)n1CC1CCCO1 (centres undefined) returned TDP43 rescue 22%, FUS yeast rescue 10%, aSyn rescue 0%, EPAC1 agonist 0%, EPAC2 ag -8%, EPAC2 antagonist -3%, PTHR1 ag inactive and EPAC1 antag 5%.

This part in full, repeating the preview:
Screening O=C(NCC(=O)N(c1cccc(F)c1)C(C(=O)NC1CCCC1)c1cccnc1)c1cccs1 (centres undefined) returned TDP43 rescue 17%, FUS yeast rescue -34%, aSyn rescue 7%, EPAC1 agonist 13%, EPAC2 ag -1%, EPAC2 antagonist -8%, PTHR1 ag inactive and EPAC1 antag 0%.
For CC1CN(C(=O)CCn2c(=O)oc3ccccc32)CC(C)O1 (centres undefined) the results were TDP43 rescue 7%, FUS yeast rescue -12%, aSyn rescue 3%, EPAC1 agonist -3%, EPAC2 ag 6%, EPAC2 antagonist 0%, PTHR1 ag -9%[57.5 µM] and EPAC1 antag 1%.
For Cc1cc(S(=O)(=O)N(Cc2ccccc2)Cc2ccc(N(C)C)cc2)ccc1-n1cnnn1 the results were TDP43 rescue -11%, FUS yeast rescue 14%, aSyn rescue 5%, EPAC1 agonist 13%, EPAC2 ag 11%, EPAC2 antagonist -3%, PTHR1 ag 0%[57.5 µM] and EPAC1 antag -4%.
For Cc1ccccc1C(=O)Nc1ccnn1C1CCN(C2CCSCC2)CC1 the results were TDP43 rescue 15%, FUS yeast rescue 7%, aSyn rescue 2%, EPAC1 agonist -13%, EPAC2 ag 2%, EPAC2 antagonist 9%, PTHR1 ag inactive and EPAC1 antag 4%.
Screening Cc1nnc(SCC(=O)Nc2ccc3c(c2)OCCO3)n1CC1CCCO1 (centres undefined) returned TDP43 rescue 22%, FUS yeast rescue 10%, aSyn rescue 0%, EPAC1 agonist 0%, EPAC2 ag -8%, EPAC2 antagonist -3%, PTHR1 ag inactive and EPAC1 antag 5%.
Screening CCN1CCCc2cc(CN(CCN3CCOCC3)C(=S)Nc3ccc(OC)c(OC)c3)ccc21 returned TDP43 rescue -2%, FUS yeast rescue 1%, aSyn rescue 0%, EPAC1 agonist 5%, EPAC2 ag -3%, EPAC2 antagonist 23%, PTHR1 ag inactive and EPAC1 antag -18%.
CCn1cc(C(=O)NCc2ccccn2)c(=O)c2cc(F)c(N3CCN(C)CC3)cc21 was read as TDP43 rescue 8%, FUS yeast rescue 11%, aSyn rescue 5%, EPAC1 agonist -1%, EPAC2 ag 4%, EPAC2 antagonist 6%, PTHR1 ag inactive and EPAC1 antag 3%.
Cc1ccccc1S(=O)(=O)N(C)C[C@@H]1OCc2cnnn2CCCC(=O)N([C@H](C)CO)C[C@@H]1C was read as TDP43 rescue 18%, FUS yeast rescue 1%, aSyn rescue 1%, EPAC1 agonist 6%, EPAC2 ag -3%, EPAC2 antagonist -5%, PTHR1 ag -25% and EPAC1 antag -25%.
For O=C(/C=C/c1ccc(F)cc1)N1CCCc2ccccc21 the results were TDP43 rescue 18µM*, FUS yeast rescue 11%, aSyn rescue 3%, EPAC1 agonist 7%, EPAC2 ag -4%, EPAC2 antagonist -27%, PTHR1 ag -93%[inhibitor] and EPAC1 antag -13%.
Screening COCC(O)CNc1ccccc1 (centres undefined) returned TDP43 rescue -33%, aSyn rescue -3%, EPAC1 agonist 4%, EPAC2 ag 2%, EPAC2 antagonist -5%, PTHR1 ag inconclusive and EPAC1 antag -13%.
COc1ccccc1Nc1nnc(SCC2CCCCO2)s1 (centres undefined) was read as TDP43 rescue 26%, FUS yeast rescue 9%, aSyn rescue -11%, EPAC1 agonist -3%, EPAC2 ag -4%, EPAC2 antagonist 1%, PTHR1 ag -51%[inhibitor] and EPAC1 antag -19%.
For O=c1[nH]c(CSc2nnc(-c3ccccc3)n2C2CCCCC2)nc2ccccc12 the results were TDP43 rescue -21%, FUS yeast rescue 14%, aSyn rescue -4%, EPAC1 agonist -3%, EPAC2 ag -1%, EPAC2 antagonist 17%, PTHR1 ag -54%[inhibitor] and EPAC1 antag 11%.
CCOc1ccc(CCNC(=O)Nc2ccccc2)cc1OCC was read as TDP43 rescue -1%, FUS yeast rescue 11%, aSyn rescue -1%, EPAC1 agonist 2%, EPAC2 ag 9%, EPAC2 antagonist 7%, PTHR1 ag -5% and EPAC1 antag -17%.
O=c1c2cnn(-c3ccccc3)c2nc(-c2cccs2)n1-c1ccc(Br)cc1 was read as TDP43 rescue -3%, FUS yeast rescue 13%, aSyn rescue 5%, EPAC1 agonist -7%, EPAC2 ag 0%, EPAC2 antagonist 4%, PTHR1 ag -25%[57.5 µM] and EPAC1 antag 11%.
CC1(C)N=C(c2ccccn2)C(C)(C)N1O was read as TDP43 rescue -15%, FUS yeast rescue -14%, aSyn rescue -1%, EPAC1 agonist 10%, EPAC2 ag 11%, EPAC2 antagonist 0%, PTHR1 ag inconclusive and EPAC1 antag 8%.
Cc1nc(C(=O)NCCCO)cc2c1[nH]c1ccccc12 was read as TDP43 rescue 17%, FUS yeast rescue -19%, aSyn rescue 6%, EPAC1 agonist 13%, EPAC2 ag 5%, EPAC2 antagonist -11%, PTHR1 ag inactive and EPAC1 antag -6%.
For CCc1c(C)nc(SCC(=O)N2CCN(c3ccccc3)CC2)[nH]c1=O the results were TDP43 rescue -17%[0.397 µM], FUS yeast rescue -3%, aSyn rescue 1%, EPAC1 agonist -2%, EPAC2 ag 3%, EPAC2 antagonist -10%, PTHR1 ag inactive and EPAC1 antag 13%.
O=C(COC(=O)c1ccc(O)cc1)Nc1nccs1 was read as TDP43 rescue -15%[0.397 µM], FUS yeast rescue 25%, aSyn rescue 2%, EPAC1 agonist -6%, EPAC2 ag -1%, EPAC2 antagonist 5%, PTHR1 ag inactive and EPAC1 antag 7%.
For CCCN(CCC)S(=O)(=O)c1ccc(C(=O)Nc2ccc(S(=O)(=O)Nc3nnc(CC)s3)cc2)cc1 the results were TDP43 rescue -11%, FUS yeast rescue inconclusive, aSyn rescue 11%, EPAC1 agonist -12%, EPAC2 ag -6%, EPAC2 antagonist -1%, PTHR1 ag inactive and EPAC1 antag inconclusive.
Screening CC(=O)Nc1ccc2c(c1)c1ccccc1n2C(C)=O returned TDP43 rescue 7%, FUS yeast rescue 12%, aSyn rescue 2%, EPAC1 agonist -16%, EPAC2 ag -15%, EPAC2 antagonist 11%, PTHR1 ag -17% and EPAC1 antag -11%.
`CCC(C)Sc1cccc(-c2nc3ccc(C)cn3c2NCc2ccccc2)c1` (centres undefined) gave TDP43 rescue -92%&18%[inhibitor], FUS yeast rescue inconclusive, aSyn rescue -50%&-26%[inhibitor], EPAC1 agonist -23%&0%, EPAC2 ag 8%&8%, EPAC2 antagonist -20%&-9%, PTHR1 ag -64%&-76%[inhibitor] and EPAC1 antag -7%&-24%.
Screening COc1cc(C2=NOC(C(=O)NCc3cccs3)C2)cc(OC)c1OC (centres undefined) returned TDP43 rescue 3%, FUS yeast rescue 9%, aSyn rescue 11%, EPAC1 agonist 0%, EPAC2 ag 0%, EPAC2 antagonist -5%, PTHR1 ag -24% and EPAC1 antag -6%.
`CCC(C)[C@H](NC(=O)N1c2ccccc2NC(=O)[C@@H]1C(C)C)C(=O)N[C@@H](Cc1ccccc1)C(=O)O` (some centres undefined) gave TDP43 rescue 2%, FUS yeast rescue -11%, aSyn rescue -1%, EPAC1 agonist -15%, EPAC2 ag 0%, EPAC2 antagonist 1%, PTHR1 ag -2% and EPAC1 antag -1%.
NS(=O)(=O)c1ccc(CCNC(=O)c2cc(-c3cc(Cl)ccc3O)n[nH]2)cc1 was read as TDP43 rescue 10%, FUS yeast rescue -18%, aSyn rescue 1%, EPAC1 agonist -1%, EPAC2 ag 6%, EPAC2 antagonist 0%, PTHR1 ag 7% and EPAC1 antag -24%.
For O=C(C[n+]1ccccc1)N/N=C/c1ccc(Cl)cc1 the results were TDP43 rescue 20%, FUS yeast rescue -10%, aSyn rescue -1%[1.84 µM], EPAC1 agonist -9%, EPAC2 ag 13%, EPAC2 antagonist 5%, PTHR1 ag -7% and EPAC1 antag 11%.
Screening CCOC(=O)C1(Cc2ccc(Cl)cc2)CCN(C2CCC2)CC1 returned TDP43 rescue -3%, FUS yeast rescue 1%, aSyn rescue 2%, EPAC1 agonist 1%, EPAC2 ag -5%, EPAC2 antagonist 5%, PTHR1 ag inactive and EPAC1 antag -17%.
Cc1sc2ncnc(SCC(=O)N3CCCC(C(N)=O)C3)c2c1C (centres undefined) was read as TDP43 rescue -2%, FUS yeast rescue 11%, aSyn rescue -1%, EPAC1 agonist 5%, EPAC2 ag 12%, EPAC2 antagonist 5%, PTHR1 ag -10% and EPAC1 antag 1%.
Screening N#CCC(=O)Nc1ccc(C(=O)NCc2ccccn2)cc1 returned TDP43 rescue -11%, FUS yeast rescue -13%, aSyn rescue -14%, EPAC1 agonist 5%, EPAC2 ag 4%, EPAC2 antagonist 3%, PTHR1 ag inactive and EPAC1 antag -10%.

High-throughput results deposited in PubChem by National Center for Advancing Translational Sciences (NCATS).
